Scp1 inh: Scp-1 phosphatase inhibitors, primary screen, biochemical, colorimetric, uHTS; Carboxy-terminal domain RNA polymerase II polypeptide A small phosphatase 1 (Homo …; hit rate 0.88% among 340,000; inhibition, % at 20 µM; Recombinant Scp1, phosphopeptide, malachite green phosphate absorbance;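 active means inhibition above about 50% at 20 µM, limit read from the data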;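 further: plate controls were DMSO wells with enzyme for no effect and wells lacking enzyme for full effect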
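Test system: SCP-1 phosphatase catalytic domain, residues 76-261 | Compound dosing: One concentration, 20 µM, with 1.0% DMSO | Schedule: 45 min room-temperature reaction, 5 min colour, 30 min stabiliser | Detection: Absorbance at 630 nm | Read-out basis: % inhibition of SCP-1 phosphate liberation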
SUMO1 PPI mod: modulators of SUMO1 protein-protein interactions, primary screen, biochemical, uHTS | SUMO1 binding to a labelled peptide, TR-FRET, 1 h | hit rate 0.33% among 360,000 | inhibition, % at 20 µM; in the data active means inhibition above about 37%
Target sequence (P63165 whole entry, looked up): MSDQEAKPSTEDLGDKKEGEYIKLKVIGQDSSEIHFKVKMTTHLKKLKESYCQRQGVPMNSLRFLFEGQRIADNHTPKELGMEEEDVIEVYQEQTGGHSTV
SKN-1 block: suppressors of acrylamide-induced Pgst-4::GFP reporter in worms, primary screen, SKN-1 inhibitor project, whole organism, uHTS, GFP/RFP fluorescence ratio, strain VP596. C. elegans VP596 Pgst-4::GFP/RFP ratio, 24 h. inhibition, % at 21.8 µM. hit rate 0.49% among 360,000. AID 624304, 2012;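 active means interference check ratio from 0.5 to 1.5 plus GFP to RFP signal ratio inhibition reaching or exceeding a fixed threshold, cut at about 30% in these data, passing the limit was not always enough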; further: some compounds called inactive have numbers as strong as hits
LMPTP block: LMPTP phosphatase inhibitors, primary screen, biochemical, fluorescence intensity, uHTS. Low molecular weight phosphotyrosine protein phosphatase (Homo sapiens), P24666. recombinant LMPTP-A, OMFP fluorogenic substrate. inhibition, % at 20 µM. hit rate 0.22% among 360,000. AID 651560, 2012;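 active means compounds that cut the enzyme signal by at least half of the control window in the single-dose screen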;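 further: plate controls were DMSO wells with enzyme plus substrate for no effect and substrate without enzyme for full effect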
Target sequence (P24666 whole entry, looked up): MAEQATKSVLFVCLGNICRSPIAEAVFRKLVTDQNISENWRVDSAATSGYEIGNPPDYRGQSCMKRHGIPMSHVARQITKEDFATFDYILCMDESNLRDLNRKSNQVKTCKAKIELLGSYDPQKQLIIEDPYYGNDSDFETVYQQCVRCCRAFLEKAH
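Material: LMPTP-A; amount: 0.625 nM enzyme; doses: single 20 µM dose; times: reaction 50 min, room temperature, dark; technique: fluorescence intensity of OMFP turnover product; benchmarks: no-enzyme and uninhibited controls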
CendR NRP1 mod: modulators of CendR peptide binding to NRP-1, primary screen, biochemical, fluorescence polarization, uHTS; inhibition, % at 25 µM; Neuropilin-1 (Homo sapiens), O14786; hit rate 0.85% among 360,000; FAM-RPARPAR peptide binding to NRP-1;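 active means inhibition or corrected inhibition above about 18%, plus a signal ratio from 0.5 to 1.5, limit read from the data, passing the limit was not always enough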; further: strong numbers were not always called active
Neddyl block: inhibitors of cullin neddylation, primary screen, biochemical, TR-FRET, uHTS, NAE and Ubc12; hit rate 0.58% among 360,000; calls only at 25 µM; in the data active means inhibition above about 36%
Target sequence (P61081 whole entry, looked up): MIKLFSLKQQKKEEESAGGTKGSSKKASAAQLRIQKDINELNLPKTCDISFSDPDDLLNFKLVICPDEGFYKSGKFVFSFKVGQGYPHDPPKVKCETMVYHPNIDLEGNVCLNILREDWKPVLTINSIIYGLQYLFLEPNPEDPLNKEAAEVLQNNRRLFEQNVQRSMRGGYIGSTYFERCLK
Target sequence (Q13564 whole entry, looked up): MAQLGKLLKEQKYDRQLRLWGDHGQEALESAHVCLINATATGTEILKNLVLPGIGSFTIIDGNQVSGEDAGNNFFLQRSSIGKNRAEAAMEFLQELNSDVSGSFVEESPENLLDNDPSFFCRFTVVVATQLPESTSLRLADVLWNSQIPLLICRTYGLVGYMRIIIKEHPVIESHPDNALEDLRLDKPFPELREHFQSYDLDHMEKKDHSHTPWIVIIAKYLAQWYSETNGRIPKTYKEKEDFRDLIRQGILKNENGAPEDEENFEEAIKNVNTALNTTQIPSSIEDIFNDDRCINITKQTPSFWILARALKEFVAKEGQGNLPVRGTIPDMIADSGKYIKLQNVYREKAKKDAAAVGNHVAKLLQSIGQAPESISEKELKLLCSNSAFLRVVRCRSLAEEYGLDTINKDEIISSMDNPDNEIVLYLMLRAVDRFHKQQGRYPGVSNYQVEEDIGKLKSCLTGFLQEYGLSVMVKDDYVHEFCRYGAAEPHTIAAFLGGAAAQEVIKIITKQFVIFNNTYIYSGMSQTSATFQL
TbMetRS inhib: T. brucei MetRS inhibitors, primary screen, biochemical, luminescence; methionyl-tRNA synthetase (Trypanosoma brucei brucei); purified T. brucei MetRS, ATP depletion, Kinase-Glo luminescence; inhibition, % at 11.9 µM; hit rate 0.4% among 360,000; AID 624268, 2012;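 active means inhibition above a per-plate cutoff of the control wells' mean inhibition plus 3 SD, cut at about 5.5% in these data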;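 further: 0% = DMSO wells median and 100% = median of wells with control inhibitor compound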
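Material: parasite MetRS enzyme / Replication: singlicate, one well per compound / Signal: luminescence of leftover ATP / Schedule: 2 h aminoacylation at 25 °C after 15 min preincubation / Medium: HEPES-MgCl2-KCl buffer plus DTT, spermine, BSA, pyrophosphatase / Doses: 11.9 µM single point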
DNMT1 block: human DNMT1 methyltransferase inhibitors, primary screen, biochemical, molecular beacon, fluorescence, HinP1I cleavage, uHTS | inhibition (reported as % activation of signal), % at 10 µM | hit rate 0.83% among 360,000; in the data active means inhibition above about 50%
STEP inh: STEP phosphatase inhibitors, primary screen, biochemical, fluorescence intensity, uHTS; recombinant STEP, OMFP fluorogenic substrate; Tyrosine-protein phosphatase non-receptor type 5 (Homo sapiens), P54829; AID 588621, 2011; inhibition, % at 20 µM; hit rate 0.25% among 360,000;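 active means inhibition at 20 µM, scaled per plate between control wells, above about 37%, limit read from the data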;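 further: 0% = DMSO with enzyme and substrate and 100% = substrate only without enzyme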
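System: STEP phosphatase, cell-free reaction; Buffer or medium: Bis-Tris pH 6.0 buffer with DTT, detergent; Incubation: 20 min at room temperature, dark; Measured by: fluorescence, 480/540 nm.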
NadD block: inhibitors of S. aureus NadD, primary screen, biochemical, colorimetric, uHTS | AID 602399, 2012 | inhibition, % at 20 µM | Nicotinate-nucleotide adenylyltransferase NadD (Staphylococcus aureus N315) | hit rate 0.78% among 360,000 | purified NadD enzyme, colorimetric absorbance read-out; in the data active means inhibition above about 26%; further: some compounds past the cut are filed as inactive
Numbers without * were called inactive; i = inactive; / = not tested or not shown. Compounds as they come, and some 4.6% of all compounds hit somewhere here.

nr	SMILES	CendR NRP1 mod	SUMO1 PPI mod	Neddyl block	NadD block	DNMT1 block	LMPTP block	TbMetRS inhib	STEP inh	Scp1 inh	SKN-1 block
1	Cc1ccc(C(=O)Nc2ccc(F)cc2F)o1	-4	-1	i	1	1	0.0	0.0	-1	-5	12
2	COc1cc(C(=O)O/N=C(\N)c2ccc([N+](=O)[O-])cc2)cc(OC)c1OC	17	-18	i	2	-4	1.4	0.1	0	-1	8
3	CCc1ccccc1NC(=O)Cn1cccc1C1=NC(c2ccccc2)CO1 (centres undefined)	0	-3	i	1	-3	0.1	0.4	2	-2	11
4	CC(C)c1cc(C(F)(F)F)n2nc(C(=O)O)cc2n1	12	0	i	-2	1	-0.4	-0.6	12	-2	12
5	COc1ccc(CN2CCNC(=O)C2CC(=O)N2CCCN(C(C)=O)CC2)c(OC)c1 (centres undefined)	-1	-3	i	-2	-3	-0.8	-0.4	-2	-6	13
6	Cc1ccc(S(=O)(=O)N2CCCC2CNC(=O)c2ccc3c(c2)OCO3)cc1 (centres undefined)	1	9	i	1	-2	0.6	-0.3	0	-7	4
7	COc1ccc([C@H]2N[C@]3(CCCN(Cc4ccc(C)cc4)C3=O)[C@H]3C(=O)N(C)C(=O)[C@@H]23)cc1	4	6	i	3	1	-1.2	-1.0	-2	/	-2
8	CC(Sc1sc(=S)sc1SC(C)C(=O)O)C(=O)O (centres undefined)	1	-16	i	-1	4	-0.7	0.4	29	40	10
9	CN(CC(=O)NC1CCCCCC1)S(=O)(=O)c1ccc2c(c1)n(C)c(=O)c(=O)n2C	4	5	i	-3	3	-0.5	-0.3	0	-5	-7
10	CN(C)C(CNC(=O)c1ccc2c(c1)S(=O)(=O)c1ccccc1C2=O)c1ccco1 (centres undefined)	3	-20	i	-3	0	-1.5	-0.2	-3	-3	0
11	CCN(CC)c1ccc(NC(=O)Cn2ncc3c(C)n(Cc4ccccc4F)c(C)c3c2=O)c(C)c1	-14	-3	i	12	60*	5.2	-0.7	4	-8	4
12	COc1ccc(/C=C/C(=O)O)cc1Cl	0	-2	i	-3	0	-1.4	0.3	3	-7	-1
13	CCCOC(=O)C1[C@H]2C(=O)N(CC3CCCO3)C[C@]23C=C[C@H]1O3 (some centres undefined)	10	2	i	-1	-1	-1.4	-0.8	-2	-6	8
14	O=C1NCCNC1(c1c[nH]c2ccccc12)C(F)(F)F (centres undefined)	8	-5	i	-2	2	-0.6	-0.9	-2	2	-3
15	CN1C(C(=O)Nc2ccc(OC(F)(F)F)cc2)=CC(c2cccs2)=NS1(=O)=O	-2	-20	i	-6	1	3.6	-0.3	0	-9	25
16	CC1(C(=O)NS(=O)(=O)c2ccccc2Cl)CCN1C(=O)c1cccc2ccccc12 (centres undefined)	-5	2	i	-7	0	-2.3	-0.2	2	/	22
17	CC(c1ccccc1)n1c(SCC(=O)Nc2ccccc2)n[nH]c1=O (centres undefined)	-12	5	i	-6	-1	-0.5	-0.8	-1	-3	-8
18	O=C(CSc1nc(-c2ccccc2)c(-c2ccccc2)o1)N1CCCCC1	-4	6	i	-5	-4	3.0	0.0	5	/	1
19	O=C(NCCC1=CCCCC1)C(=O)NCc1ccccc1	-3	2	i	-5	4	-1.2	-0.4	-4	-6	11
20	CC(C)c1nc(CNC(=O)CC2C(=O)NCCN2Cc2ccoc2)cs1 (centres undefined)	1	-3	i	0	-2	1.4	-0.3	0	-9	8
21	Nc1nonc1-n1nnc(C(=O)N/N=C/c2cc(Br)cs2)c1-c1ccccc1	3	-1	i	6	5	0.0	0.9	-1	-1	9
22	CC(=O)Nc1cccc(Oc2ncnc3scc(-c4ccccc4)c23)c1	-7	3	i	-7	-10	0.1	0.0	-4	-10	9
23	O=C(COC(=O)c1ccc(F)cc1)NCCCc1ccccc1	2	-3	i	-9	0	1.5	-0.9	0	-7	-20
24	CCn1c(O)c(N=NC(=O)c2cccc(S(=O)(=O)N3CCCCC3)c2)c2ccccc21	-4	-1	i	9	-6	2.4	0.4	2	6	7
25	CCOC(=O)N1CCC(NC(=O)c2ccc(CS(=O)c3ccc(Cl)cc3)o2)CC1 (centres undefined)	14	-1	i	-2	0	-0.5	-0.1	-1	-1	25
26	CC(=O)Nc1ccc(NC(=O)CN2C(=O)COc3ccc(S(=O)(=O)N4CCOCC4)cc32)cc1	10	-2	i	-5	-2	-2.7	-0.2	-2	7	-3
27	O=C(Nc1ncccc1O)c1cccc(S(=O)(=O)N2CCc3ccccc32)c1	7	-2	i	3	1	-0.4	-0.6	-2	7	-6
28	O=C(NNS(=O)(=O)c1ccc(F)cc1)C1CCN(Cc2cccc(F)c2)CC1	18	-3	i	-2	2	-1.0	-0.4	-2	3	-6
29	C/C(Nc1ccccc1)=C(/C#N)C(N)=O	-15	2	i	1	-1	-1.7	-1.1	0	-2	-17
30	COc1ccc(Cl)cc1NC(=O)C1Cc2ccccc2CN1S(C)(=O)=O (centres undefined)	4	0	i	-4	-5	0.9	-0.9	-2	6	8
31	CC(CNC(=O)c1ccc(C#N)cc1)NC(=O)c1ccc(C#N)cc1 (centres undefined)	-5	-3	i	-1	1	-1.7	-0.1	-1	-6	27
32	O=C(OCc1cn([C@@H]2CN(C(=O)C3CCCCC3)[C@@H](c3ccccc3)C[C@H]2O)nn1)c1ccccc1	7	1	i	-3	-3	-1.2	-0.3	1	/	-14
33	CCC(C)NC(=O)CSc1nc2scc(-c3ccccc3)c2c(=O)[nH]1 (centres undefined)	-1	10	i	4	1	-1.0	-0.3	2	-9	12
34	CC/S(=N\S(=O)(=O)c1ccc(C)cc1)c1ccccc1 (centres undefined)	-11	3	i	-3	0	-0.4	-0.8	0	-8	-3
35	Cc1cc(-c2ccccc2)nc(N(C)NC(=O)C(C)(C)C)c1S(C)(=O)=O	4	6	i	10	9	-0.2	0.1	-2	-3	9
36	Fc1cccc(Cc2c(-c3ccccc3)nc3c4ccccc4ccn23)c1	2	8	i	14	/	4.6	-2.2	/	/	12
37	COc1ccccc1NC(=O)C(C)OC(=O)CC1CCCC1 (centres undefined)	-4	0	i	-2	0	-0.3	-0.2	-2	-5	-13
38	CC(C)Cc1cc(C(=O)N2CCCC(CO)(Cc3ccc(F)cc3F)C2)n[nH]1 (centres undefined)	7	-1	i	1	0	0.1	1.0	-3	-7	12
39	O=[N+]([O-])c1cc(S(=O)(=O)N2CCCCCC2)ccc1Cl	2	-12	i	-2	1	0.1	0.2	1	3	-9
40	Cc1cc(NC(=O)CC(C)C)c(=O)n(Cc2cccc(F)c2)c1	-10	9	i	-6	-7	0.6	0.1	-2	0	16
41	O=C(C1CC1)N1CCN=C1SCc1ccccc1Cl	-1	2	i	6	0	-1.2	-0.6	0	3	7
42	C/C(=N\NC1=NCCN1)c1ccc(Cl)cc1	5	0	i	-4	-1	-0.3	-0.7	0	-7	0
43	CCOc1cccc(CNn2cnnc2)c1OCc1ccccc1Cl	20	0	i	2	0	-1.9	-0.4	-3	6	8
44	CCCCSc1nnc(CNC(=O)C23CC4CC(CC(C4)C2)C3)n1Cc1ccccc1	0	2	i	5	-6	1.3	0.2	-3	4	2
45	CCOC(=O)C1=CC[C@@H](c2ccc(F)cc2)N(S(=O)(=O)c2ccc(C)cc2)[C@H]1c1ccccc1	11	2	i	-6	6	3.1	-1.2	5	/	13
46	COc1ccc(-n2ccn3c(CCC(=O)N4CCN(c5cccc(C)c5C)CC4)nnc3c2=O)cc1	-7	3	i	2	0	-1.1	-0.1	-2	-1	13
47	COc1cccc2sc(Nc3nc(-c4cc5ccccc5oc4=O)cs3)nc12	-23	61*	i	23	-2	12	0.1	4	11	1
48	CSCCC(NC(=O)c1ccc(Cl)cc1Cl)C(=O)OCC(N)=O (centres undefined)	4	0	i	0	-2	-1.0	0.9	-2	-17	-2
49	O=c1[nH]c2ccccc2nc1/C=C(\O)C(F)F	-55	-22	i	3	-5	-1.0	0.5	-2	-8	9
50	COc1cccc(N2CCN(C(=S)Nc3ccccc3OC)CC2)c1	-5	0	i	-4	-1	-1.4	0.9	-1	9	11
51	COc1ccc(NC(=O)CN(c2ccccc2F)S(=O)(=O)c2ccc(C)cc2)c(OC)c1	12	4	i	0	-3	3.4	1.8	1	-7	-2
52	Cc1ccc(OCc2nnc(SCC(=O)Nc3ccc(N4CCOCC4)cc3)o2)cc1	12	3	i	-5	0	0.1	-0.1	-2	-7	-5
53	CC1CC2C3CCC4=CC(=O)C=CC4(C)C3(F)C(O)CC2(C)C1(O)C(=O)CO (centres undefined)	2	0	i	-6	2	2.5	-1.0	-2	0	5
54	Cc1cc(/C=N/NC(=O)CC#N)c(C)n1-c1ccc([N+](=O)[O-])cc1	-1	-16	i	-3	-2	0.8	-0.6	-3	-3	-14
55	CCCCNC(=O)COC(=O)c1c2c(nc3ccccc13)/C(=C\c1cccs1)CC2	-44	-2	/	20	21	5.1	-0.2	3	10	0
56	COc1cccc(C(=O)N2CCC[C@@H]2C(=O)N2CCC[C@H]2C(=O)NCc2ccncc2)c1	3	-3	i	2	/	-0.6	0.0	/	/	13
57	COc1ccc(-c2cc(C(=O)NN)[nH]n2)cc1	-3	-3	i	3	7	-1.3	-1.7	-9	-2	0

Arranged by SMILES length (ascending): three of the compounds above
nr	SMILES	CendR NRP1 mod	SUMO1 PPI mod	Neddyl block	NadD block	DNMT1 block	LMPTP block	TbMetRS inhib	STEP inh	Scp1 inh	SKN-1 block
49	O=c1[nH]c2ccccc2nc1/C=C(\O)C(F)F	-55	-22	i	3	-5	-1.0	0.5	-2	-8	9
47	COc1cccc2sc(Nc3nc(-c4cc5ccccc5oc4=O)cs3)nc12	-23	61*	i	23	-2	12	0.1	4	11	1
53	CC1CC2C3CCC4=CC(=O)C=CC4(C)C3(F)C(O)CC2(C)C1(O)C(=O)CO (centres undefined)	2	0	i	-6	2	2.5	-1.0	-2	0	5
